Bioassay records (PubChem)
Growth percent in the NCI-60 one-dose screen (48 h, 10 µM unless noted): 100 = growth as untreated, 0 = no growth, -100 = all killed.
UACC-62 = UACC-62 melanoma. 5.4% of 81,000 active
MALME-3M = MALME-3M melanoma | 5.8% of 78,000 active | AID 1794766
SK-MEL-2 = SK-MEL-2 melanoma; 4.7% of 77,000 active
EKVX = EKVX NSCLC. 3% of 71,000 active
UACC-257 = UACC-257 melanoma | 4.4% of 78,000 active
M14 = M14 melanoma; 6.2% of 80,000 active; AID 1794745
SK-MEL-5 = SK-MEL-5 melanoma | AID 1794755 | 6.4% of 80,000 active
A549/ATCC = A549/ATCC NSCLC; AID 1794740; 3.7% of 81,000 active
* marks the source's active call; other numbers are inactive results; · = no result given; & = joins results of further samples; [ ] = another dose, or the depositor's remark. How the source made its calls: active means growth percent below 10; inactive means the rest.

SMILES	UACC-62	MALME-3M	SK-MEL-2	EKVX	UACC-257	M14	SK-MEL-5	A549/ATCC
O=Nc1c(O)[nH]c2ccc(Cl)c(Cl)c12	76	121	102	53	104	112	·	102
O=S(=O)(Cc1ccc(Cl)cc1)c1ccc(Cl)cc1	110	74&117	76&119	88&114	85&106	65&108	81	77&100
COc1ccc(Cn2cncc2-c2c[nH]c3cc(Cl)ccc23)cc1	60	79	108	68	96	83	77	90
COc1ccc(-c2cc(=O)c3c(OC)c4ccoc4cc3o2)cc1	98	113	131	86	107	115	·	86
Nc1nc2[nH]c(=O)[nH]c(=O)c2[nH]1	100	98	96	96	·	101	109	87
Nc1nc2c(ncn2-c2ccccc2)c(=O)[nH]1	93	113	117	108	102	109	110	101
CC(Br)C(OC(=O)c1ccccc1Cl)c1cc2c(cc1Br)OCO2 (stereo unspecified)	72	93	90	77	·	87	87	91
O=C(NO)c1ccc(CNc2cccc3nc(C4CC4)n(-c4ccccc4)c(=O)c23)cc1	-22*	37	54	42	38	18	3.0*	15
O=C1c2cc([N+](=O)[O-])ccc2-c2ccc([N+](=O)[O-])cc21	105	116	102	97	103	90	102	100
COc1ccc(C2=NN(C(N)=S)C(c3ccc(Cl)cc3)C2)cc1S(=O)(=O)NNC(=O)c1ccncc1 (stereo unspecified)	101	106	110	102	103	104	107	105
O=C1N=C2SCCCN2/C1=C\c1cccc(OCc2ccc(Cl)cc2)c1	56	72	89	82	73	75	81	77
NC(C(=O)O)C(=O)O	106	127	·	109	124	101	109	117
O=S(=O)(NCCNc1cc(-c2c(-c3cccc(O)c3)nc3sccn23)ccn1)c1ccccc1	62	69	92	53	108	85	50	78
COC(=O)C1=C/C=C\CN(C(c2ccccc2)c2ccccc2)/C=C\1C(=O)OC	86	101	107	·	103	101	94	87
O=C(O)c1cc(-c2ccccc2)nc2ccc3ccccc3c12	98	85	86	·	134	93	103	102
Cc1ccc(C(=O)C2=Cc3cc4ccccc4n3Cc3cnnn32)cc1	85	116	94	107	99	115	94	99
Cc1nn(-c2ccc(-c3ccc(OC(F)(F)F)cc3)cc2)c2nc(-c3ccccc3)nc(N)c12	100	118	101	98	101	102	100	85
COc1cc(C2OC34CCCCC3C(C#N)(C(=N)O4)C2(C#N)C#N)cc(OC)c1OC (stereo unspecified)	85	110	106	108	·	94	96	95
CCOC(=O)C1CCC(OC(C)=O)C(OC2CC(C(=O)OCC)CCC2OC(C)=O)C1 (stereo unspecified)	116	117	127	97	124	100	104	112
O=c1[nH]c(CSc2nnc3ccccn23)nc2cc(Cl)ccc12	88	113	91	85	·	121	113	114
O=C(O)C(O)c1ccc(Cl)c(Cl)c1 (stereo unspecified)	104	94	112	102	109	102	101	108
CCOC(=O)c1nc(Nc2cc(C)[nH]n2)c2ccccc2n1	91	116	89	·	106	81	105	97
NC(N)=N/N=C/c1ccc([N+](=O)[O-])o1	93	68	83	122	67	99	90	80
O=C(O)C(c1ccccc1)N1CCOCC1 (stereo unspecified)	115	144	97	105	105	96	113	112
NS(=O)(=O)c1ccc(NC(=S)NC(=O)c2ccco2)cc1	105	89	135	107	104	163	112	108
CC1(C)Oc2cc3oc(=O)ccc3cc2C[C@@H]1OCCNc1cccc(S(N)(=O)=O)c1	88	98	112	98	101	111	99	105
CN([O-])c1nc(N(C)[O-])nc(N2CCOCC2)n1.CN([O-])c1nc(N(C)[OH2+])nc(N2CCOCC2)n1.[Fe+3]	82[100 µM]	118[100 µM]	85[100 µM]	14[100 µM]	96[100 µM]	92[100 µM]	96[100 µM]	73[100 µM]
CCOC(=O)/C(C#N)=C/c1ccc(F)cc1	101	84	115	99	113	100	97	107
O=C(NCc1cn(Cc2cccc(Oc3ccccc3)c2)nn1)c1cccnc1Nc1ccc(Cl)cc1	66	93	·	89	115	86	97	98
O=C(CSc1nc2ccccc2c(=O)[nH]1)NNC(=O)c1ccccc1Br	110	94	104	103	95	104	104	92
Cn1c(=S)sc2nc3ccccc3n2c1=S	81	109	92	88	84	93	90	77
Nc1c(C(=O)Nc2cccc3ccccc23)sc2nc3c(cc12)CCCC3	·	78	51	66	·	7.8*	28	18
O=C1CNC(c2cccc([N+](=O)[O-])c2)N1O (stereo unspecified)	100	104	105	·	99	103	101	101
N#Cc1c(NC(=O)c2ccccc2)sc2c1CCC(=O)C2	1.8*	-13*	14	22	2.1*	14	-76*	53
Cc1ccc(/C=C/C(=O)c2ccc(-c3cc4ccccc4oc3=O)nc2C)o1	93	96	133	93	115	107	114	106
O=C(CCl)Nc1ccc(Cc2ccc(NC(=O)CCl)cc2)cc1	-9.2*	-68*	-21*	-3.3*	16	-35*	-88*	25
CC(C)Sc1nc(NC2CC2)c(C#N)c(-c2ccccc2)n1	87&88	104&57	98&124	77&101	103&102	117&95	93&100	49&63
C(=N/Nc1ccccc1)/c1ccco1	59	148	90	104	98	·	96	96
CCCCNC(=O)Oc1ccc(C(=O)OCCC)cc1	97	98	108	·	102	109	108	103
Clc1ccccc1-c1cnn2cc(-c3ccccc3)cnc12	66	90	101	83	86	91	93	70

Results in EKVX, M14 and SK-MEL-2, for two of the compounds above:
Structure,EKVX,M14,SK-MEL-2
O=Nc1c(O)[nH]c2ccc(Cl)c(Cl)c12,53,112,102
O=S(=O)(Cc1ccc(Cl)cc1)c1ccc(Cl)cc1,88&114,65&108,76&119

Carrying on.
SMILES	UACC-62	MALME-3M	SK-MEL-2	EKVX	UACC-257	M14	SK-MEL-5	A549/ATCC
NC(N)=N/N=C/c1cc(Br)ccc1O	103	116	101	115	87	104	80	91
O=C(NC(Cc1c[nH]c2ccccc12)C(=O)O)OCC1c2ccccc2-c2ccccc21 (stereo unspecified)	104	·	·	·	107	100	104	95
CCCCCN1CCSC(C(=O)Nc2ccccc2)C1 (stereo unspecified)	96	107	100	102	117	103	101	107
O=C(CC1(O)C(=O)Nc2ccccc21)c1cc2ccccc2oc1=O (stereo unspecified)	94	100	116	90	112	105	104	112
Cc1cccc(C)c1-n1cnc2ccccc2c1=O	82	96	103	98	121	87	105	115
Nc1nc(-c2cc(-c3cccs3)nc(N)n2)cc(-c2cccs2)n1	92	95	115	90	88	108	101	96
S=c1sc2ccccc2n1CN(c1ccccc1)c1ccc2ccccc2c1	102	110	111	100	101	99	106	108
O=C(CNc1ccccc1)Nc1ncc(Cc2ccc(Cl)cc2)s1	65	94	96	86	94	96	100	93
Cn1c(=O)c2c(nc(Cc3ccc(N)cc3)n2C)n(C)c1=O	88	120	·	108	112	101	110	106
O=C(O)c1cn(C2CC2)c2cc(N3CCN(C(=O)c4ccccc4O)CC3)c(F)cc2c1=O	101	93	97	99	103	98	98	84
Cc1cc(C)c(NC(=O)c2sc3nc4c(cc3c2N)C(=O)CC(C)(C)C4)c(C)c1	97	93	119	92	101	107	90	97
CC1=C(C(=O)OC(C)(C)C)C(c2cccc(C#N)c2)C(C(=O)OC(C)(C)C)=C(C)N1	74	101	93	80	83	109	86	79
COc1cc(C2CC(=O)Nc3c(-c4ccc(F)cc4)csc32)cc(OC)c1OC (stereo unspecified)	63	82	76	48	·	87	38	54
CC(C)=CCC[C@H](C)c1ccc(C)cc1O	100	115	147	110	107	106	97	93
N#Cc1ccc(C(=O)O)cc1	100	25	112	97	101	99	112	103
O=C(O)CCC(=O)c1ccc(Oc2ccccc2)cc1	100	110	110	·	93	108	102	99
Brc1ccc2nc(-c3c(-c4ccccc4)nc4ncccn34)[nH]c2c1	90	102	92	·	102	93	86	94
COc1ccc(/C=C/c2cc(=O)c3c(C)c(Cl)c(C)cc3o2)cc1	81	90	104	110	113	101	109	107
COc1cc(C(=O)/C=C/c2c(C(F)(F)F)nc3ncccn23)cc(OC)c1OC	66	84	60	67	55	·	56	71
Clc1ccc(-c2cn3nc(-c4ccccc4)nc3s2)cc1	82	90	96	71	84	84	79	63
Nc1ccnc2cc(Cl)ccc12	95	96	·	91	104	96	91	101
CC1CCC(C(C)C)C(NNC(N)=O)C1 (stereo unspecified)	·	110	107	101	87	106	102	90
CC(C)(C)C(=O)/C=C/c1ccc(-c2ccccc2)cc1	77	91	87	96	66	88	83	72
CCOC(=O)/C(=C/CC/C(C)=C/CC/C(C)=C/CCc1ccoc1)CC(=O)N1CCSCC1	54	86	100	·	54	73	55	59
COC(=O)c1ccc(C=O)cc1	101	110	103	100	105	104	103	97
CCCC(O)Cn1ncc(C(=O)OCC)c1NC(=O)NCc1ccccc1F (stereo unspecified)	86	99	74	96	72	93	93	82
Cc1ccc(C(=O)CS(=O)(=O)c2ccc(C)cc2)cc1	98	103	116	109	110	107	109	95
Cc1cnc2c(C)cccn2c1=O	99	103	110	91	101	98	101	93
CC(C)(C)OC(=O)n1cc(-c2nc(-c3ccsc3)cs2)c2cc(Br)ccc21	96	112	100	86	·	102	99	94
O=c1oc2ccccc2c2nc3c(ccc4ccccc43)cc12	92	107	113	84	99	97	93	113
O=C1CC(Cc2coc(-c3ccc(Cl)cc3)n2)C(=O)N1c1ccccc1 (stereo unspecified)	78	86	99	76	85	92	81	91
COc1ccccc1C(=O)NN1C(=O)/C(=C/C2=Cc3ccccc3OC2)SC1=S	92	99	109	105	108	99	104	103
COc1ccc2nc(NC(=O)Nc3c(F)cccc3F)sc2c1	94	105	114	102	102	104	91	96
Nc1ccc2c(c1)S(=O)(=O)c1cc(O)ccc1O2	89	93	95	94	103	97	96	96
COc1cc(C)ccc1Oc1nc(Nc2ccc(N3CCOCC3)cc2)ncc1NCc1ccc(Cl)cc1	87	93	83	83	67	79	100	70
COc1cc2oc(-c3cccc(C(=O)Nc4ccc(Cl)cc4)c3)cc(=O)c2c(OCC(=O)NCC(=O)OC(C)(C)C)c1OC	93	92	97	94	102	99	75	103
Nc1cc2c(S(=O)(=O)O)cc(S(=O)(=O)O)cc2cc1S(=O)(=O)O	97	107	101	101	94	·	99	94
NC(=O)c1[nH]ncc1NCc1ccccn1	121	113	107	101	92	109	109	98
S=c1cn[nH]c2ccccc12	96	118	104	107	93	103	104	99
CC(C)(C)NC(=O)NCC1CCCC1NC(=O)NC(C)(C)C (stereo unspecified)	96	·	91	107	83	96	118	94

Grouped by structure, those above with an aryl methoxy group
SMILES	UACC-62	MALME-3M	SK-MEL-2	EKVX	UACC-257	M14	SK-MEL-5	A549/ATCC
COc1ccc(Cn2cncc2-c2c[nH]c3cc(Cl)ccc23)cc1	60	79	108	68	96	83	77	90
COc1ccc(-c2cc(=O)c3c(OC)c4ccoc4cc3o2)cc1	98	113	131	86	107	115	·	86
COc1ccc(C2=NN(C(N)=S)C(c3ccc(Cl)cc3)C2)cc1S(=O)(=O)NNC(=O)c1ccncc1 (stereo unspecified)	101	106	110	102	103	104	107	105
COc1cc(C2OC34CCCCC3C(C#N)(C(=N)O4)C2(C#N)C#N)cc(OC)c1OC (stereo unspecified)	85	110	106	108	·	94	96	95
COc1cc(C2CC(=O)Nc3c(-c4ccc(F)cc4)csc32)cc(OC)c1OC (stereo unspecified)	63	82	76	48	·	87	38	54
COc1ccc(/C=C/c2cc(=O)c3c(C)c(Cl)c(C)cc3o2)cc1	81	90	104	110	113	101	109	107
COc1cc(C(=O)/C=C/c2c(C(F)(F)F)nc3ncccn23)cc(OC)c1OC	66	84	60	67	55	·	56	71
COc1ccccc1C(=O)NN1C(=O)/C(=C/C2=Cc3ccccc3OC2)SC1=S	92	99	109	105	108	99	104	103
COc1ccc2nc(NC(=O)Nc3c(F)cccc3F)sc2c1	94	105	114	102	102	104	91	96
COc1cc(C)ccc1Oc1nc(Nc2ccc(N3CCOCC3)cc2)ncc1NCc1ccc(Cl)cc1	87	93	83	83	67	79	100	70
COc1cc2oc(-c3cccc(C(=O)Nc4ccc(Cl)cc4)c3)cc(=O)c2c(OCC(=O)NCC(=O)OC(C)(C)C)c1OC	93	92	97	94	102	99	75	103
